Source: PubChem (Vanderbilt High Throughput Screening Facility)
GluA2 TARP mod: modulators of AMPA receptor GluA2-stargazin complexes | calls only at 30 µM | HEK293 GluA2+stargazin, membrane potential dye (FDSS), glutamate EC50; hits were called plate by plate, in both directions | AID 1259245 | 40,000 tested, 3.5% active | O88602+P19491;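 active = any of four per-well response measures lying three or more SD from its plate-wide compound average, in either direction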
Target sequence (O88602 whole entry, looked up): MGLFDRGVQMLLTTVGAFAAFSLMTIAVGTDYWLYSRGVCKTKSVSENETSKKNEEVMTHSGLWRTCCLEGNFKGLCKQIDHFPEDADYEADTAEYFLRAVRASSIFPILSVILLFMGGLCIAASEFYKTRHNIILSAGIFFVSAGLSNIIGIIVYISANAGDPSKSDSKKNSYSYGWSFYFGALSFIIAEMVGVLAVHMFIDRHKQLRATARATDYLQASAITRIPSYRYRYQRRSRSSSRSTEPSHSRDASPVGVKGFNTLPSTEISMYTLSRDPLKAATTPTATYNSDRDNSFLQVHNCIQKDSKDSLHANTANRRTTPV
Target sequence (P19491 whole entry, looked up): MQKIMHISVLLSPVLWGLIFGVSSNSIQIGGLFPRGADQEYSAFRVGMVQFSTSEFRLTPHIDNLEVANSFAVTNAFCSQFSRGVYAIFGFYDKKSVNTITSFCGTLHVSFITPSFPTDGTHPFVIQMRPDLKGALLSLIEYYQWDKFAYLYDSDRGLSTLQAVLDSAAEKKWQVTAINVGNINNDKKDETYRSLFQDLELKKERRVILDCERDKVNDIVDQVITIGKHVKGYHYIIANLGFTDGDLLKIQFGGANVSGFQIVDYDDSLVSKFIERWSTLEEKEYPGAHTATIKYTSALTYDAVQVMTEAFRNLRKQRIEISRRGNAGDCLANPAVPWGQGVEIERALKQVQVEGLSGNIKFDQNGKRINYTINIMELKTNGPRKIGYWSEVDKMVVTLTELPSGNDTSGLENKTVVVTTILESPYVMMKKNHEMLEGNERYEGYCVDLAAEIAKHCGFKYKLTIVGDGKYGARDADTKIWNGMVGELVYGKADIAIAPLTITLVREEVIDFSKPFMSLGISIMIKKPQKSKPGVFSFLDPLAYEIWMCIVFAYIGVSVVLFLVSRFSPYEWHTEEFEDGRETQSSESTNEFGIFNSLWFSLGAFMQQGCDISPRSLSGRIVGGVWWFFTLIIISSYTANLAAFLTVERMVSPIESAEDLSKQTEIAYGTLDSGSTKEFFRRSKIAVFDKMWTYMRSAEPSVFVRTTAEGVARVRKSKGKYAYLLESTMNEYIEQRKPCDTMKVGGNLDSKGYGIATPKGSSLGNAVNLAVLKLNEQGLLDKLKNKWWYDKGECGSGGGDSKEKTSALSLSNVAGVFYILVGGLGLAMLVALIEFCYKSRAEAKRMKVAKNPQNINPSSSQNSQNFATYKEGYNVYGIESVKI
GluA2 TARP mod agonism max-min: further read-out of GluA2 TARP mod, marked with its call; compound max-min signal; compound-alone response (agonism);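 unitless range of fluorescence divided by baseline over first 100 seconds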
GluA2 TARP mod glutamate slope: recorded beside GluA2 TARP mod, whose call it bears; glutamate slope, % of max; measured here: glutamate response slope, % max;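 scaled per plate between vehicle wells and maximal 1 mM glutamate control wells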
* = called active by the depositor; i = inactive; + = active, no number; & = joins results of further samples; ! = repeats disagree. A portion of the library, so the mix of outcomes need not match the whole.

SMILES | GluA2 TARP mod | GluA2 TARP mod agonism max-min | GluA2 TARP mod glutamate slope
COc1cccc2cc(C(=O)Oc3ccc(F)cc3)c(=O)oc12 | i | 0.103&0.0691 | 55.9&119.6
CCOc1cn(-c2ccc(F)cc2)nc1C(=O)NCC1CCCO1 (centres undefined) | i | 0.0974 | 60.2
CN(C)C(CNC(=O)C(=O)Nc1ccc(OC(F)(F)F)cc1)c1cccn1C (centres undefined) | i | 0.0536 | 55.5
CCCNC(=O)c1nnn(-c2ccccc2OCC)c1C | i | 0.141 | 36.4
O=C(NCc1ccc2c(c1)OCO2)C(=O)Nc1ccc(N2CCCCS2(=O)=O)cc1 | i | 0.105 | 77.6
O=C(/C=C/c1ccccc1)Nc1ccc(CC(=O)N2CCCC2)cc1 | i | 0.119 | 65.4
CCN(C(=O)c1cc2cccnc2n(Cc2ccccc2)c1=O)c1cccc(C)c1 | i | 0.0446 | 59.2
COc1ccc(/C=C2\Oc3cc(OC(C)=O)ccc3C2=O)cc1 | i | 0.0943 | 61.0
O=C(C1CC1c1ccc2c(c1)OCO2)N1CCNCC1 (centres undefined) | i | 0.0369 | 58.2
O=S(=O)(c1cccc2cccnc12)N1CCCCC1 | i | 0.0908 | 64.3
CCCn1nc2ccc(S(=O)(=O)N3CCC(C)CC3)cn2c1=O | i | 0.0799 | 43.8
OCCN1CCN(CC(O)COCC23CC4CC(CC(C4)C2)C3)CC1 (centres undefined) | i | 0.0474 | 66.1
COc1ccc(C)cc1NC(=O)CSc1ccc(NC(=O)C2CC2)nn1 | i | 0.11 | 49.3
Cc1cc(C)n(CC(=O)N2CCN(S(C)(=O)=O)CC2)n1 | i | 0.101 | 41.8
COc1ccc(OC)c(-c2ccc(=O)n(CC(=O)Nc3cccc(C(C)=O)c3)n2)c1 | i | 0.0852 | 95.8
Cc1ccc(NC(=O)c2cc(Br)ccc2Cl)cc1N1CCCCC1=O | i | 0.0994 | 62.7
CCCNC(=O)CSc1ccc(NC(=O)c2ccccc2)nn1 | i | 0.0337 | 34.4
CC1CN(c2ncnc3c2cnn3CCNC(=O)CCc2ccccc2)CC(C)O1 (centres undefined) | i | 0.0586 | 51.4
COc1cc(C(=O)NCC(c2cccc3ccccc23)N(C)C)c([N+](=O)[O-])cc1OC (centres undefined) | i | 0.141 | 64.0
CC1(C)C2CCC1(C)C(OCC(O)CN(CCO)Cc1ccccc1)C2 (centres undefined) | i | 0.07 | 65.9
CCOc1ccccc1-n1nnnc1SCC(=O)Nc1cccc(Cl)c1 | i | 0.0745&0.0406 | 49.6&110.6
Cc1c(Cl)cccc1N1CC(c2nc3ccccc3n2C(C)C)CC1=O (centres undefined) | i | 0.0704 | 67.8
CC1CCCN(S(=O)(=O)CCNC(=O)c2ccccc2)C1 (centres undefined) | i | 0.105 | 66.1
Cn1c(=O)c2c(nc(CN3CCN(c4ccccc4F)CC3)n2CC(=O)C(C)(C)C)n(C)c1=O | i | 0.0962 | 65.2
Cn1nnc2c(N3CCN(CC(=O)Nc4cccc(Cl)c4)CC3)ncnc21 | i | 0.0575 | 47.9
CCCCOc1ccccc1-n1c(C)cn2c3c(=O)n(C)c(=O)n(C)c3nc12 | i | 0.0291 | 49.4
COc1ccc(NC(=O)c2ccc(=O)n(Cc3ccccc3F)c2)c(OC)c1 | i | 0.0554 | 49.2
Cc1cccc(NC(=O)c2ccc3nn(CC(=O)N4CCN(c5ccccc5)CC4)c(=O)n3c2)c1 | i | 0.0809&0.0375 | 42.9&92.8
Cc1cc(C)n(CCN2CCCN(S(=O)(=O)c3ccc4c(c3)CCCC4)CC2)n1 | i | 0.0685 | 63.4
O=C(Nc1ccc([N+](=O)[O-])cc1)c1ccc(=O)n(Cc2cccc(C(F)(F)F)c2)c1 | i | 0.098 | 36.5
Cc1ccc(S(=O)(=O)NC(=O)c2ccc(F)cc2)cc1 | i | 0.0806 | 36.0
COc1ccc(C2(CNS(=O)(=O)c3ccc(NC(C)=O)cc3C)CCCC2)cc1 | i | 0.198 | 32.1
CS(=O)(=O)N1CCCC(C(=O)Nc2nc(-c3ccc(Cc4ccccc4)cc3)cs2)C1 (centres undefined) | i | 0.0847 | 49.7
O=C1CC(c2nc3ccccc3n2CC(=O)N2CCCc3ccccc32)CN1Cc1ccccc1 (centres undefined) | i | 0.101 | 45.5
COC(=O)c1nnn(CC(=O)NCc2ccc3c(c2)OCO3)c1C(=O)OC | i | 0.032 | 63.0
COc1cc(N/C=c2\c(C)c(C#N)c3nc4ccccc4n3c2=O)cc(OC)c1 | i | 0.12 | 51.0

6 structures from above, ordered by molar mass, smallest number first.
SMILES | GluA2 TARP mod | GluA2 TARP mod agonism max-min | GluA2 TARP mod glutamate slope
COC(=O)c1nnn(CC(=O)NCc2ccc3c(c2)OCO3)c1C(=O)OC | i | 0.032 | 63.0
COc1cc(N/C=c2\c(C)c(C#N)c3nc4ccccc4n3c2=O)cc(OC)c1 | i | 0.12 | 51.0
Cn1nnc2c(N3CCN(CC(=O)Nc4cccc(Cl)c4)CC3)ncnc21 | i | 0.0575 | 47.9
O=C(Nc1ccc([N+](=O)[O-])cc1)c1ccc(=O)n(Cc2cccc(C(F)(F)F)c2)c1 | i | 0.098 | 36.5
CS(=O)(=O)N1CCCC(C(=O)Nc2nc(-c3ccc(Cc4ccccc4)cc3)cs2)C1 (centres undefined) | i | 0.0847 | 49.7
O=C1CC(c2nc3ccccc3n2CC(=O)N2CCCc3ccccc32)CN1Cc1ccccc1 (centres undefined) | i | 0.101 | 45.5

Other structures follow:
SMILES | GluA2 TARP mod | GluA2 TARP mod agonism max-min | GluA2 TARP mod glutamate slope
C#CC1(OCC(O)CN2CCN(c3ccccc3OC)CC2)CCCCC1 (centres undefined) | i | 0.0789 | 52.4
CCCCC1CCC(C(=O)Nn2cnc3c(cnn3-c3ccc(C)cc3)c2=O)CC1 (centres undefined) | i | 0.063 | 76.7
CCCCc1ccc(NC(=O)CN2CCN(c3ncnc4c3nnn4C)CC2)cc1 | i | 0.0671 | 44.0
COc1cc(OC)c(NC(=O)C2CCCN(c3cnc4ccccc4n3)C2)cc1Cl (centres undefined) | i | 0.101 | 77.7
COC(=O)Cn1c(=O)c2c(nc3n2CCCN3c2ccc(OC)cc2OC)n(C)c1=O | i | 0.0422 | 41.3
CSc1ccc(C(=O)Nc2ccc3scnc3c2)cc1 | i | 0.0618 | 52.1
Cc1cc(N2CCCCC2)nc(N2CCN(C(=O)c3ccc4ccccc4c3)CC2)n1 | i | 0.159 | 64.2
Cc1ccccc1N1CCN(S(=O)(=O)N(C)C)CC1 | i | 0.0388 | 42.9
Cc1cccc(CN(c2ccc3c(c2)OCO3)S(=O)(=O)c2ccc3nncn3c2)c1 | + | 0.101* | 71.2*
COCC(=O)N1CCCc2ccc(NS(=O)(=O)c3c(C)n[nH]c3C)cc21 | i | 0.105 | 63.5
Cn1nc2n(C)c(=O)c3ccc(C(=O)NC4CCCCC4)cc3n2c1=O | i | 0.148 | 48.8
O=C(CSc1ccc(NC(=O)c2ccccc2)nn1)Nc1ccc2c(c1)OCO2 | i | 0.0545 | 47.7

One compound at a time (already shown).
Shown for Cc1cccc(CN(c2ccc3c(c2)OCO3)S(=O)(=O)c2ccc3nncn3c2)c1 = GluA2 TARP mod = +; GluA2 TARP mod agonism max-min = 0.101*; GluA2 TARP mod glutamate slope = 71.2*
Shown for CCCCC1CCC(C(=O)Nn2cnc3c(cnn3-c3ccc(C)cc3)c2=O)CC1 (centres undefined) = GluA2 TARP mod = i; GluA2 TARP mod agonism max-min = 0.063; GluA2 TARP mod glutamate slope = 76.7

Further structures follow.
SMILES | GluA2 TARP mod | GluA2 TARP mod agonism max-min | GluA2 TARP mod glutamate slope
O=C(CCn1ccc(=O)[nH]c1=O)NCCOc1ccc2nnc(-c3cccc(F)c3)n2n1 | i | 0.144 | 51.9
CCOC(=O)c1csc(NC(=O)c2ccc(=O)n(Cc3cccc(F)c3)n2)n1 | + | 0.272* | 48.7*
COc1ccccc1Oc1ccc(S(=O)(=O)NCc2ccccn2)cc1 | i | 0.0473 | 56.1
O=C(COc1ccc(F)cc1F)NCCOc1cccc(C(F)(F)F)c1 | i | 0.102 | 60.7
COc1ccccc1NC(=O)NCCn1nc(-c2ccc(C)cc2)ccc1=O | i | 0.0774 | 36.4
Cc1cc(NC(=O)c2ccccc2C(F)(F)F)ccc1N1CCCC1=O | i | 0.0851 | 41.3
COc1ccc(C(=O)N2CCN(c3ccc(-c4cccnc4)nn3)CC2)c(OC)c1 | i | 0.0401 | 24.3
COc1cccc(CNC(=O)CC2CCCCN2S(=O)(=O)c2ccc(F)cc2)c1 (centres undefined) | i | 0.0388 | 79.2
Cc1ccc(C)c(Cn2nc(-c3ccc(Cl)cc3)ccc2=O)c1 | i | 0.0491 | 56.9
O=C(Cn1cnc2ccccc21)Nc1nc2c(s1)C(=O)CCC2 | i | 0.0874 | 63.2
COCCNC(=O)Cc1ccc(NS(=O)(=O)c2ccc(F)cc2C)cc1 | i | 0.0707 | 35.9
Cc1ccc(Cl)cc1-n1c(C)cn2c3c(=O)n(CC(N)=O)c(=O)n(C)c3nc12 | i | 0.0423 | 45.7
Cc1ccc(S(=O)(=O)c2c(C)nn(-c3ccccc3)c2OC(=O)C23CC4CC(CC(C4)C2)C3)cc1 | i | 0.0662 | 40.5
O=C(Cn1nc(C(F)(F)F)c2c1CCC2)NCc1cccs1 | i | 0.0766 | 63.5
O=C(Cc1cc(-c2ccc(F)cc2F)on1)NCc1cccs1 | i | 0.0549 | 33.1
CCC(CO)NC(=O)C(=O)Nc1c(C)cccc1C (centres undefined) | i | 0.0896 | 51.3
CC(O)(CNC(=O)NC1CCCCC1)C1CC1 (centres undefined) | i | 0.0861 | 65.0
COc1ccc(S(=O)(=O)N(C)c2ccsc2C(=O)NCCc2ccc(Cl)cc2)cc1 | i | 0.0837&0.0436 | 50.0&106.6
COc1ccc(N2CC(C(=O)NCc3ccccc3OC)CC2=O)cc1 (centres undefined) | i | 0.0924 | 58.9
Cc1ccc(-c2nnc(CN3CCC(Cc4ccccc4)CC3)o2)cc1 | +! | 0.106*! | 149.7*!
Cc1cc(F)ccc1S(=O)(=O)N1CCCOC1CNC(=O)C(=O)NCCCN1CCOCC1 (centres undefined) | i | 0.0988 | 58.6
O=C(Nc1cccc(C(F)(F)F)c1)c1cc(-c2ccccc2)nc2ccccc12 | i | 0.105 | 73.9
Cc1ccc(NC(=O)CSc2ccc(NC(=O)C3CC3)nn2)cc1Cl | i | 0.095 | 48.5
Cc1cc(=O)[nH]c(-n2nc(C)c(CCC(=O)NCc3ccccc3Cl)c2C)n1 | i | 0.107 | 54.0
Cc1ccc(S(=O)(=O)NCCCC(=O)O)c(C)c1N(C)S(=O)(=O)c1ccc(Cl)cc1 | i | 0.0606 | 51.0
Cc1ccc(Cn2cc(C(=O)Nc3c(C)cccc3C)ccc2=O)cc1 | i | 0.0233 | 43.1
CCOc1cn2c(cc1=O)C(=O)N(CCNC(=O)c1ccccc1SCC)CC2 | i | 0.103 | 59.0
Cn1c(=O)[nH]c(=O)c2c1nc(Nc1cc(Cl)ccc1Cl)n2CC(=O)O | i | 0.0635 | 38.8
CC1Cc2c(NC(=O)c3cc(-c4ccccc4)on3)nn(C)c2NC1=O (centres undefined) | i | 0.131 | 63.0
CCCNC(=O)C(=O)Nc1c2c(nn1-c1cccc(Cl)c1)CS(=O)(=O)C2 | i | 0.0344 | 88.9
CCc1ccccc1-n1c(C)c(C)n2c3c(=O)n(CC(=O)OC)c(=O)n(C)c3nc12 | i | 0.0324 | 38.9
Cc1ccc(C(c2c(C)[nH]c3ccccc23)N2CCC(C)CC2)cc1 (centres undefined) | i | 0.072 | 39.2
CC(C)(C)c1ccc(OCC(=O)NCCCN2CCOC(c3ccccc3)C2)cc1 (centres undefined) | i | 0.0984 | 55.5
CCOC(=O)c1csc(NC(=O)C2CCN(c3ccc(-c4ccc(F)cc4)nn3)CC2)n1 | i | 0.154 | 77.5
O=C(NCCn1ncc2c(N3CCCCCC3)ncnc21)c1ccco1 | i | 0.0715 | 55.6
COc1ccc(S(=O)(=O)Nc2ccc3c(c2)N(C(=O)C2CCCC2)CC3)cc1F | i | 0.076 | 76.7
COc1cc(OC)cc(C(=O)Nc2nnc(-c3cc(OC)c(OC)c(OC)c3)o2)c1 | + | 0.259* | 83.8*
CCOc1ccccc1NC(=O)Cn1c(C)cc(C)c(-c2nc(-c3ccc(Cl)cc3)no2)c1=O | + | 0.15* | 39.9*
O=C(Nc1nnc(-c2ccccc2)o1)C1CCN(S(=O)(=O)c2ccc(Cl)cc2)CC1 | i | 0.107 | 42.0
CC(C)C(=O)N1CCc2ccc(NC(=O)CSCc3ccccc3)cc2C1 | i | 0.0563 | 62.3
Cc1ccc(NCCNC(=O)c2cccs2)nn1 | i | 0.101 | 56.4
CC(C)N(C(=O)CSc1nnc(-c2cccnc2)o1)C(C)C | i | 0.0874 | 59.0
COC(=O)CCn1c(=O)c2c(nc3oc(C(C)(C)C)cn32)n(C)c1=O | i | 0.0699 | -5.9
CCOc1ccc(CC(=O)N(CCCN2CCOCC2)c2nc3ccc(F)cc3s2)cc1 | i | 0.0839 | 64.0
Cn1cccc1C(O)CNC(=O)c1ccc(C(F)(F)F)cc1 (centres undefined) | i | 0.106 | 60.1
CCN1CCN(C(=O)CCn2c(=S)[nH]c3ccccc3c2=O)CC1 | i | 0.0719 | 34.2
O=C(Cc1csc(-n2cccc2)n1)N1CCN(c2cccc(C(F)(F)F)c2)CC1 | i | 0.117 | 62.1
O=S(=O)(CCCOc1ccc(F)cc1)NCCc1c[nH]c2ccccc12 | i | 0.209 | 50.6
O=C(C1CC1)N1CCN(c2ncnc3c2nnn3-c2ccc(F)cc2)CC1 | i | 0.103 | 54.3
Cc1nnsc1C(=O)N1CCC(CNC(=O)Cc2ccccc2Cl)CC1 | i | 0.05 | 32.4
CCOc1ccc(CCNC(=O)CC2(CC3=NS(=O)(=O)c4ccccc4N3)CCCC2)cc1OCC | i | 0.0625 | 74.0
CCN(CC)C(=O)CSc1nc2ccccc2c(=O)[nH]1 | i | 0.064 | 1.1
Cc1ccc(Cn2c(=O)c3c(N4CCN(C(=O)c5ccco5)CC4)c(C)cnc3n(C)c2=O)cc1 | i | 0.0455 | 55.1
